# Source: PubChem (Sanford-Burnham Center for Chemical Genomics)
# TAG inh = inhibitors of triacylglycerol accumulation, primary screen, cell-based, uHTS, fluorescence, H9c2 | H9c2 cells, Nile Red lipid (TAG) fluorescence; cells loaded with 200 µM oleic acid | inhibition, % at 12.5 µM | hit rate 0.66% among 230,000;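 active = pattern-corrected inhibition of lipid staining of at least 50% with the nuclear-stain viability signal not falling by more than 50%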;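 also: 0% = DMSO wells and 100% = triacsin C control wells; some results filed as inactive read as strong as hits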
# TAG inh DAPI viability = recorded beside TAG inh, whose call it bears; DAPI nuclei signal change (viability), lower = more cytotoxic, %;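 whole-well DAPI fluorescence read on a plate reader as a viability signal; minus 50 percent equals half of cells still viable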
# * hit, by the source's call. These rows are one share of the data; count on the stated rates, not on these rows.
cpd	structure	TAG inh	TAG inh DAPI viability
1	Cc1noc(C)c1S(=O)(=O)Nc1ccc2c(c1)C(=O)N([C@H](C)CO)C[C@H](C)[C@@H](CN(C)Cc1ccc(C(=O)O)cc1)O2	-1	-1
2	C[C@H]1CN([C@@H](C)CO)C(=O)c2cc(C#CC3(O)CCCC3)cnc2O[C@H]1CN(C)C(=O)C1CC1	5	-4
3	COCCCNC(=O)C1CC(=O)N(c2ccc(C)cc2)C1 (stereo not given)	-1	6
4	O=C(NC1CCCCC1)C1CC(=O)N(c2ccc(Cl)cc2)C1 (stereo not given)	-9	7
5	CC(C)(C)n1nc2c(c1NC(=O)COc1ccc(Cl)cc1)CS(=O)(=O)C2	2	-5
6	Cc1c(C)n(CCc2c[nH]c3ccccc23)ccc1=O	-1	-3
7	CCN(CC(=O)Nc1ccc(OC)cc1)CC(=O)Nc1cccc(S(=O)(=O)N2CCOCC2)c1	-12	11
8	CC(OC(=O)c1cc(=O)[nH]c2ccccc12)C(=O)NC1CCCCC1C (stereo not given)	6	-4
9	Cc1cc(C)c2cc(C#N)c(SCC(=O)Nc3ccc4c(c3)OCO4)nc2c1	31	8
10	O=C(/C=C/c1ccccc1)OCC(=O)N1CCCC1	1	-3
11	O=C(Nc1ccc(OC(F)F)c(Cl)c1)C(c1ccccc1)c1ccccc1	-31	5
12	COC(=O)CC1C(=O)NCCN1C(=O)CSc1nnnn1-c1ccc(OC)cc1 (stereo not given)	7	-7
13	O=C(Nc1cccc(C(F)(F)F)c1)c1ccc(-c2ccc(F)c(F)c2)c2ccoc12	44	-13
14	Cc1cc(NC(=O)COC(=O)c2cc(S(=O)(=O)N(C)C)ccc2Cl)no1	11	-2
15	O=C(CCN1CCCCC1)N1CCc2c([nH]c3ccccc23)C1c1cccnc1 (stereo not given)	12	-2
16	c1ccc(C(Cc2nc(-c3ccccn3)no2)c2ccccc2)cc1	-17	3
17	Cc1nc(Sc2nnnn2-c2ccccc2)c(C#N)c(C)c1C	-3	-3
18	O=C(CCN1C(=O)C2CC=C(Cl)CC2C1=O)NCc1ccco1 (stereo not given)	8	-10
19	COc1cc(NC(=O)CCc2c(C)noc2C)c(C(=O)O)cc1OC	1	2
20	CCC(C)Nc1nc2c(c(=O)[nH]c(=O)n2C)n1CCCc1ccccc1 (stereo not given)	4	-8
21	COc1ccccc1NC(=O)CS(=O)(=O)c1cn(CC(=O)N2CCOCC2)c2ccccc12	-2	-6
22	COc1ccccc1-c1noc(-c2ccccc2C(=O)Nc2ccccc2)n1	42	12
23	CCN1CCN(Cc2ccc(NC(=O)c3ccc(C)c(NC(=O)c4cncc(-c5cccs5)c4)c3)cc2C(F)(F)F)CC1	117*	-49*
24	CS(=O)(=O)c1ccc2nnn(OCC(=O)Nc3cccc(C#N)c3)c2c1	3	10
25	Cn1c(SCc2cccc(F)c2)nnc1-c1cnccn1	10	-1
26	COc1cccc(OCc2nnc(SCC(=O)OC3CCCCC3)n2C)c1	-17	-7
27	COc1ccc(S(=O)(=O)N2CCCC(N(C)CCc3ccccc3)C2)cc1OC (stereo not given)	-4	10
28	CC(=O)Nc1ccc(C2Nc3cc(C)c(C)cc3NC3=C2C(=O)CC(C)(C)C3)cc1 (stereo not given)	-8	5
29	C=CCCCCCCCCC(=O)NNC1=CC(=O)CC(C)(C)C1	10	-2
30	Cc1ccc(C(=O)Nc2cccc(C(=O)NC3CCCCC3)c2)cc1	13	6
31	C=C(C)CN=c1scc(C)n1/N=C/c1ccco1	6	0
32	CC(=O)c1ccc(OCc2cc(C(=O)N3CCC(Oc4ccccc4C)CC3)no2)cc1	8	5
33	COc1ccc(-c2cc(C(F)(F)F)c3c(=O)n(-c4ccccc4)[nH]c3n2)cc1	26	-3
34	Cc1ccc2nc(SCC(=O)Nc3cccc(F)c3)nc(=O)n2c1	-5	5
35	COc1ccc(Nc2nc3ccccc3s2)cc1	-6	7
36	CCCCN(C(=O)COc1ccc(F)cc1)c1c(N)n(CC(C)C)c(=O)[nH]c1=O	-17	2
37	NC(=O)C1(NC(=O)[C@@H]2CC3(CC(c4cccc(NC(=O)[C@@H]5CCC(=O)N5)c4)=NO3)CN2C(=O)Cc2ccc(C(F)(F)F)cc2)CC1 (stereo not given in full)	-4	-10
38	O=c1c2ccccc2oc2cc(-c3ccc4[nH]ccc4c3)ccc12	38	-10
39	O=C(NCc1ccncc1)C1Cc2c(-c3ccc(Cl)cc3)ccnc2O1 (stereo not given)	-2	-5
40	CC1CN(C2CCN(C(=O)c3ccccc3Cl)CC2)CC(C)O1 (stereo not given)	2	0
41	COCCCNC(=O)CSc1nc2ccccc2c(=O)n1CCC(=O)NCCc1ccc(OC)c(OC)c1	4	-4
42	COC(=O)c1ccc(CNC(=O)c2coc3ccccc3c2=O)cc1	9	1
43	CN(C)c1ccc(C(C#N)c2ccc(Cl)cc2)nn1 (stereo not given)	-7	-3
44	CCn1c(CSCc2ccc(F)cc2)nnc1SCC(=O)NCc1ccccc1	3	3
45	O=C(NC(=S)Nc1ccc(N2CCOCC2)c(Cl)c1)c1cccs1	-8	-9
46	CC(C)(C)OC(=O)NCCCC[C@H](NC(=O)c1nc[nH]c1C(=O)N1CCN(c2ccccc2)CC1)C(=O)OC(C)(C)C	-25	-18
47	CCOc1cc2[nH]c(=S)n(C3CC3)c(=O)c2cc1OCC	8	1
48	CC(C)C(=O)Nc1nnc(SCC(=O)N2c3ccccc3CC2C)s1 (stereo not given)	20	0
49	Brc1ccc(OCc2ccccc2)c(CNCC2CCCO2)c1 (stereo not given)	1	24
50	Cc1nn(-c2cc(N3CCCC3)ccc2[N+](=O)[O-])c(=O)c2ccccc12	6	-6
51	O=C1c2ccccc2CCC12OC2c1ccc([N+](=O)[O-])cc1 (stereo not given)	-8	-2
52	CNc1ncnc2c1ncn2[C@H]1CN(Cc2ccc(Cl)cc2)C[C@@H](CO)O1	-6	0
53	CCC(NC(=O)c1cc(COc2c(F)cccc2F)on1)c1ccncc1 (stereo not given)	9	-2
54	O=C(Cn1cc([N+](=O)[O-])cn1)Nc1cccnc1	0	-6
55	CN(Cc1ccccc1)C(=O)COC(=O)c1ccc(-n2cnnn2)cc1	8	2
56	C/C=C/c1ccc(OCCCNC)c(OC)c1	-14	35
57	N=C1C(=O)OCC1c1ccccc1NC(=O)Nc1ccccc1 (stereo not given)	-16	-3
58	CNC(=O)c1ncoc1-c1ccc(Cl)cc1	-5	0
59	NC(=O)Cc1ccc(C(=O)c2ccc(Cl)cc2)s1	-3	-11
60	CNc1nc2[nH]c(=O)c3c(c2s1)OC(N)=C(C#N)C3c1cccc(F)c1 (stereo not given)	-3	4

# 3 records picked at random from the list so far:
cpd	structure	TAG inh	TAG inh DAPI viability
50	Cc1nn(-c2cc(N3CCCC3)ccc2[N+](=O)[O-])c(=O)c2ccccc12	6	-6
44	CCn1c(CSCc2ccc(F)cc2)nnc1SCC(=O)NCc1ccccc1	3	3
35	COc1ccc(Nc2nc3ccccc3s2)cc1	-6	7

# New compounds follow.
cpd	structure	TAG inh	TAG inh DAPI viability
61	O=C(COC(=O)c1cncc(Br)c1)NCC12CC3CC(CC(C3)C1)C2	-3	0
62	CCOC(=O)C(NC(=O)CC)(Nc1ccc(S(=O)(=O)Nc2onc(C)c2C)cc1)C(F)(F)F (stereo not given)	-20	24
63	O=C(NNS(=O)(=O)c1ccccc1)c1ccncc1	-4	11
64	Cc1onc(-c2ccccc2)c1C(=O)NC(=S)NNC(=O)c1ccco1	-1	1
65	O=c1cc(CSc2nc3cc(Cl)ccc3o2)nc2sccn12	-13	4
66	CC(C)S(=O)(=O)c1csc(NC(=O)Nc2ccc(Cl)cc2)c1	-10	-6
67	CNC(=O)CSc1nnc(-c2cccnc2)n1-c1ccc(C)cc1	17	-4
68	O=c1[nH]c2ccc(Cl)cc2c(O)c1-c1ccccc1	1	9
69	COc1ccc(/C=C2\SC(=O)N(CCCC(=O)Nc3cc(Cl)ccc3C(=O)O)C2=O)cc1	4	-1
70	O=C(Nc1ccc(F)c(Cl)c1)c1cc(C2CCCN(C(=O)C3CC3)C2)on1 (stereo not given)	7	1
71	COc1ccc(N)cc1-n1cnnn1	10	-9
72	CSc1ccc(CN(C)C(=O)c2cccc(S(=O)(=O)NCc3ccccc3)c2)cc1	9	-1
73	COc1ccc(CN2C(=O)/C(=C/c3ccncc3)SC2=S)cc1	12	-1
74	Cc1ccc(NC(=O)C(Cc2ccccc2)n2cccc2)cc1 (stereo not given)	-13	8
75	CCC(=O)c1ccc(OCC(=O)N2CCN(c3ccccn3)CC2)cc1	6	10
76	O=C(CSc1nccn(-c2ccc(F)c(Cl)c2)c1=O)NC1CCCC1	14	0
77	COc1ccc(-c2nc3ccccc3c(=O)n2-c2c(C)n(C)n(-c3ccccc3)c2=O)cc1	-6	9
78	O=C(Nc1ccccc1)c1cc([N+](=O)[O-])ccc1Cl	-1	-13
79	O=C(Cn1ncc(Cl)c(Cl)c1=O)c1ccc(Cl)cc1	-10	0
80	COc1ccc(S(=O)CC(=O)Nc2ccccc2Cl)cc1 (stereo not given)	3	-3
81	CCOc1ccccc1OCCOc1cccc(C(F)(F)F)c1	-22	6
82	Nc1cccc2c1C(=O)N(C(=O)/C=C/c1cccc(F)c1)C2=O	15	66
83	CSc1nc(C)c(CCOC(=O)c2cccc(C)c2)c(=O)[nH]1	2	-7
84	CCOC(=O)C1=C(Cn2ccc(C(F)(F)F)n2)NC(=O)NC1c1ccc2c(c1)OCO2 (stereo not given)	-30	5
85	Cc1[nH]n(-c2ccccc2)c(=O)c1/C=N/c1ccccn1	-1	6
86	O=C(CCNC(=O)c1ccccc1Cl)Nc1ccc(Br)c(C(F)(F)F)c1	2	-4
87	CC(C)OC(=O)c1cccc2c1C(=O)c1ccccc1-2	-5	-2
88	Brc1ccc(COc2cccc3cccnc23)cc1	-11	-5
89	Cc1noc(C)c1S(=O)(=O)N(C)C[C@H]1OCc2cnnn2CCCC(=O)N([C@@H](C)CO)C[C@H]1C	-19	12
90	COc1ccc(C(=O)NCc2cn3ccccc3n2)cc1	4	-3

# Single records, as listed above.
# Shown for Cc1ccc(NC(=O)C(Cc2ccccc2)n2cccc2)cc1 (stereo not given) = TAG inh: -13; TAG inh DAPI viability: 8
# Shown for COc1ccc(S(=O)CC(=O)Nc2ccccc2Cl)cc1 (stereo not given) = TAG inh: 3; TAG inh DAPI viability: -3

# Back to the main list, starting four compounds before the break.
cpd	structure	TAG inh	TAG inh DAPI viability
87	CC(C)OC(=O)c1cccc2c1C(=O)c1ccccc1-2	-5	-2
88	Brc1ccc(COc2cccc3cccnc23)cc1	-11	-5
89	Cc1noc(C)c1S(=O)(=O)N(C)C[C@H]1OCc2cnnn2CCCC(=O)N([C@@H](C)CO)C[C@H]1C	-19	12
90	COc1ccc(C(=O)NCc2cn3ccccc3n2)cc1	4	-3
91	COc1cc(CN2CCC(C(=O)N3CCCC(C)C3)CC2)cc(Br)c1O (stereo not given)	-2	3
92	Cn1c(=O)c2c(nc(CN3CCc4ccccc4C3)n2CCCO)n(C)c1=O	-18	6
93	Nc1cccc2c(O)cccc12	28	-16
94	CN1CCN(Cc2nc(N)nc(Nc3ccc4c(c3)OCCO4)n2)CC1	16	2
95	CSc1nc2ccc(NS(=O)(=O)c3ccc([N+](=O)[O-])cc3)cc2s1	-3	-4
96	O=C(NCC1CCCN1S(=O)(=O)c1cccs1)c1ccccc1 (stereo not given)	-26	6
97	CCOc1ccc(NC(=O)CN(C)C(=O)CCc2nc3ccccc3c(=O)[nH]2)cc1OCC	-10	-2
98	CC(Sc1nnc2n1CCCCC2)C(=O)Nc1cccc(S(=O)(=O)N2CCOCC2)c1 (stereo not given)	-4	2
99	CCC(Sc1nnc(C)s1)C(=O)Nc1nccs1 (stereo not given)	4	5
100	COC(=O)Nc1nnc(-c2ccc(OC)cc2)s1	-5	-4
101	COc1ccc(Nc2oc(COc3ccc(OC)cc3)nc2C#N)cc1	13	4
102	Cc1ccnc(NC(=O)CCC(=O)N(CC(=O)NC(C)(C)C)c2ccc3c(c2)OCCO3)c1	-4	-5
103	CCCn1ccc(O)c(Cc2ccc(Cl)cc2)c1=O	-8	3
104	Cc1cc(-c2c(C)n([O-])c(C)c(C)[n+]2=O)ccc1F	-9	7
105	COc1ccc(C(=O)N2CCCCCC2)cc1OC1CCN(C(C)C)CC1	-9	5
106	COc1ccccc1NC(=O)CCNC(=O)c1ccc(C)cc1	12	-10
107	O=C(C1CCC1)N1CCN(S(=O)(=O)c2cc(F)ccc2F)CC1	-9	16
108	CC1(C)CC(=O)C=C(NC2CCCCCCC2)C1	38	-16
109	O=C(Nc1nc(-c2ccccn2)cs1)C1CC1	7	10
110	COc1ccc(C(=O)C2CCN(C(=O)c3ccc(C)cc3)CC2)cc1	-1	1
111	COc1ccc(CNC(=O)c2ccc(N3CCC4(CC3)CC(c3ccc(Cl)cc3)=NO4)c(NC(=O)c3ccccc3)c2)cc1	14	-14
112	C[C@@H]1CN([C@@H](C)CO)C(=O)c2cc(NS(=O)(=O)c3ccc(Cl)cc3)ccc2O[C@H]1CN(C)Cc1ccncc1	-8	0
113	Cc1noc(C)c1COc1ccc(C(=O)NCCc2ccc(S(N)(=O)=O)cc2)cc1	-4	-5
114	Fc1cccc(Cl)c1/C=N/n1c(-c2cccnc2)n[nH]c1=S	-1	0
115	COCc1c(C(=O)OCC(=O)NCCc2ccc(S(N)(=O)=O)cc2)oc2ccccc12	-5	-3
116	CC1C(=O)N(Cc2cn(CCC3OCCO3)nn2)CCS(=O)(=O)N1Cc1ccc(-c2cccc(N(C)C)c2)cc1 (stereo not given)	17	4
117	O=C(Nc1ccccc1)c1cc(C2CCCCN2S(=O)(=O)c2ccccc2)on1 (stereo not given)	11	-1
118	Cc1cccc(C(O)c2cnc(C)n2Cc2ccccc2)c1 (stereo not given)	-4	5
